NPSR antag = qHTS Assay for Antagonists of the Neuropeptide S Receptor: cAMP Signal Transduction; Q6W5P4; 220,000 compounds, 1% hits; Potency, µM (top dose mostly 38.3 µM), for the others: at the top dose activity change, negative = inhibition, hits mostly inhibitors; CHO-NPSR cells, cAMP TR-FRET, antagonist mode; note: potency is the fitted concentration of half-maximal effect; % is set by controls: 0 for no effect and ±100 for the full control effect; nearly all actives have a fitted effect of over 50% in size; many of its hits are not listed in these tables
Target sequence (Q6W5P4 whole entry, looked up): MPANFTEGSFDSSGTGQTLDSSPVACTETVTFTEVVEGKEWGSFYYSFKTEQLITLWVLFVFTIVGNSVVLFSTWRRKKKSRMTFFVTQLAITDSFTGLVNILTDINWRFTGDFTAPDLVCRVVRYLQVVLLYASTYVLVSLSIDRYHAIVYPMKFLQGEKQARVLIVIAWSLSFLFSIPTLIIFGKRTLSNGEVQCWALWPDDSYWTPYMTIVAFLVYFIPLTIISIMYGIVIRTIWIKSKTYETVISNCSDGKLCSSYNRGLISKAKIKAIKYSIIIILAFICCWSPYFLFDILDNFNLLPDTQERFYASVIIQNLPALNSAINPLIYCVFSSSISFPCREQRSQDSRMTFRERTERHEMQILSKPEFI
TRb SRC2 PPI = qHTS for Inhibitors of the Interaction of Thyroid Hormone Receptor and Steroid Receptor Coregulator 2; TRbeta-SRC2 peptide binding, fluorescence polarization; receptor liganded with 1 µM T3; 280,000 compounds, 0.065% hits; Potency, µM (titrated, usually from 106 µM), inactives show at the top dose activity change, negative = inhibition, most hits filed as inhibitors;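 note: potency is the fitted concentration of half-maximal effect; plate controls were bound peptide for no effect and peptide without receptor for full effect; nearly all actives have a fitted effect of over 50% in size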
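Assay buffer: 20 mM Tris-HCl, 100 mM NaCl, 10% glycerol, 1 mM EDTA, 0.01% NP-40, 1 mM DTT, 1 uM T3, 5% DMSO; TRb LBD 0.6 uM, Texas Red SRC2 20 nM; FP after 5 hr.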
CBFb RUNX1 block = qHTS Assay for Compounds Blocking the Interaction Between CBF-beta and RUNX1 for the Treatment of Acute Myeloid Leukemia | Runt-related transcription factor 1 (Homo sapiens) + Core-binding factor subunit beta … | AlphaScreen CBFb-His/RUNX1-biotin binding, biochemical | Potency, µM (top dose mostly 59.8 µM), inactives show top-dose activity, negative = inhibition, hits mostly inhibitors | 230,000 tested, under 10 active | AID 1477, 2009; note: % of control where 0% means no effect
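Interaction loss through any mechanism counts as activity. Pre-formed complex of His-CBF-beta and biotin-RUNX1 (30 nM apiece) is incubated with compound 15 min, then with 50 ng nickel and 50 ng streptavidin beads for 90 min before AlphaScreen detection.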
TR SRC2 fluor cs = Total Fluorescence Counterscreen for Inhibitors of the Interaction of Thyroid Hormone Receptor and Steroid Receptor Coregulator 2. AID 1479, 2009. 280,000 compounds, 0.29% hits. TRb/SRC2 Texas Red total fluorescence interference. Potency, µM (highest dose often 106 µM), without a hit: at the top dose fluorescence change, negative = quenching; active = well fitted curve in either direction with a large enough effect; inconclusive = small, poorly fitted or top-dose-only effect; note: potency is the fitted concentration of half-maximal effect; % is set by controls: 0 for no effect and ±100 for the full control effect
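Flags fluorescent or light-absorbing compounds by total fluorescence, S + 2P, at 555 nm excitation and 632 nm emission. Mixture: 20 nM Texas Red SRC2 peptide, 0.6 uM human TRb LBD, 1 uM T3, 5% DMSO; compound exposure 5 h at ambient temperature.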
Epigenetic reg = Quantitative High-Throughput Screen for Regulators of Epigenetic Control; murine LDR cells, GFP reporter derepression, 30 h; Potency, µM (titrated, usually from 53.9 µM), for the others: top-dose GFP activation, usual class: activators; AID 1865, 2009; 280,000 compounds, 0.2% hits; note: potency is the fitted concentration of half-maximal effect; % of control where 0% means no effect; nearly all actives have a fitted effect of over 60% in size
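Murine LDR cells bearing a silenced CMV-driven GFP reporter were exposed to compound for 30 h at 37 C. After PBS washes, GFP-positive cells (20-120 um objects) counted by laser-scanning microplate cytometry.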
Tau fluor counter = Counterscreen qHTS for Inhibitors of Tau Fibril Formation, Fluorescence Polarization; tau K18 P301L (four-repeat tau fragment) Alexa594 fluorescence, heparin fibrillization; Potency, µM (top dose mostly 57.7 µM), inactives show top-dose activity change, negative = decrease; 280,000 compounds, 0.93% hits; AID 1463, 2008; note: potency is the fitted concentration of half-maximal effect; % is set by controls: 0 for no effect and ±100 for the full control effect; nearly all actives have a fitted effect of over 55% in size
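Human K18 P301L tau (15 uM unlabeled plus 0.24 uM Alexa 594-labeled, final) in 100 mM sodium acetate pH 7 was mixed with compound and 20 uM heparin and incubated 6 hr at 37 C.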
aGal spleen mod = qHTS Assay for Inhibitors and Activators of Human alpha-Galactosidase From Spleen Homogenate | Alpha-galactosidase A (Homo sapiens), P06280 | human spleen homogenate, 4MU-alpha-Gal fluorescence, 40 min | Potency, µM (titrated, usually from 80 µM), for the others: at the top dose activity change, negative = inhibition, usual class: inhibitors | 240,000 compounds, 0.008% hits | AID 2107, 2009;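 note: potency is the fitted concentration of half-maximal effect; 0% = enzyme with vehicle and -100% = no enzyme basal signal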
Target sequence (P06280 32-429 limits assumed): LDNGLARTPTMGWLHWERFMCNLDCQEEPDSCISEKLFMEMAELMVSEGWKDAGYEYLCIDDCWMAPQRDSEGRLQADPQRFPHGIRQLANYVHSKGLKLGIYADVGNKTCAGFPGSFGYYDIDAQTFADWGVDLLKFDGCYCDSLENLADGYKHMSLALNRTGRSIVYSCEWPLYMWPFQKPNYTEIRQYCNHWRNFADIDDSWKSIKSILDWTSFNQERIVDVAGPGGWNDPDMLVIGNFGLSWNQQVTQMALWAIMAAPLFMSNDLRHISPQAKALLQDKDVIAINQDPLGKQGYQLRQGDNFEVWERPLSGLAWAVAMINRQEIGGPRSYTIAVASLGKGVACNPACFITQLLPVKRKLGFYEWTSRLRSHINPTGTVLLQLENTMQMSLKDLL
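Human spleen homogenate (1 ug) as enzyme source, 4-methylumbelliferyl-alpha-D-galactopyranoside 1 mM final, citrate/phosphate pH 5.0 with 0.01% Tween-20. Compounds 40 min at 37C, NaOH/glycine stop; fluorescence Ex 365/Em 440, Hill-fit AC50.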
Tau fibril FP = qHTS for Inhibitors of Tau Fibril Formation, Fluorescence Polarization; Potency, µM (titrated, usually from 57.7 µM), inactives show at the top dose activity, negative = inhibition, hits mostly inhibitors; K18 P301L tau heparin fibrillization, Alexa594 FP, 6 h; Microtubule-associated protein tau (Homo sapiens), P10636; 280,000 compounds, 0.39% hits; note: potency is the fitted concentration of half-maximal effect; % is set by controls: 0 for no effect and ±100 for the full control effect; nearly all actives have a fitted effect of over 55% in size
Target sequence (P10636 561-689 P618L limits assumed): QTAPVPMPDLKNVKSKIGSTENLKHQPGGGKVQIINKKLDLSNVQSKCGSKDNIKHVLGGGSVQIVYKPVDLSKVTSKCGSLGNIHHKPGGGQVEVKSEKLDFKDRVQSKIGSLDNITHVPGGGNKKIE
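Read-out: fluorescence polarization of Alexa 594-labeled tau (0.24 uM), 555 nm excitation, 632 nm emission. Mixtures held 15 uM unlabeled K18 P301L, compound and 20 uM heparin, pH 7 acetate buffer, incubated 6 hr at 37 C.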
Active calls of the source: *; ? = inconclusive; · = no result given; [ ] = remark or other dose. Unless noted, calls come from the whole dose curve; as a rule, active = well fitted curve in the direction sought with a large enough effect; inconclusive = small, poorly fitted or top-dose-only effect, or another doubt; inactive = no such curve, though single readings can be large; an effect the other way counts as inactive or inconclusive.

nr | molecule | NPSR antag | TRb SRC2 PPI | CBFb RUNX1 block | TR SRC2 fluor cs | Epigenetic reg | Tau fluor counter | aGal spleen mod | Tau fibril FP
1 | Cc1cccc(C(=O)Nc2ccnc(-c3ccncc3)n2)c1 | -5% | -1% | 6% | -4% | -0.5% | -7% | 5% | -10%
2 | COC(=O)CCC(=O)Nc1ccccc1C(N)=O | 8%[46.1 µM] | -2% | 5% | -1% | 0.0% | 3% | 5% | -2%
3 | COc1ccc2nccc(/C=C/c3ccnc4ccc(OC)cc34)c2c1 | ? | 3% | 15% | -3% | ? | -17% | 5% | -18%
4 | O=C1CSC(c2ccncc2)N1Cc1ccco1 (stereo not given) | 1%[46.1 µM] | -1% | 5% | -3% | 0.0% | 0% | 5% | -4%
5 | CCOc1ccccc1NC(=O)Cn1nnc(C(=O)NCc2ccco2)c1N | ? | -3% | -3% | -3% | 2.5% | -1% | -1% | -7%
6 | CNC(=O)C1CCC(Cn2c(=O)c3sccc3n(CC(=O)N3CCCC3)c2=O)CC1 (stereo not given) | · | 3% | · | -21% | 0.4% | 1% | · | -13%
7 | COc1ccc(C2c3c(ncn(CCN4CCOCC4)c3=N)Oc3ccc4ccccc4c32)cc1OC (stereo not given) | 1µM* | 4% | -7% | 2% | 0.8% | -17% | 2% | -2%
8 | CN1CCN(C(=O)c2c(NC(=O)c3ccco3)sc3c2CCC(C(C)(C)C)C3)CC1 (stereo not given) | -3%[46.1 µM] | -26% | 1% | -5% | -2.6% | -3% | -2% | 2%
9 | CCn1c(COc2ccc(=O)n(-c3ccccc3)n2)nnc1SCc1ccccc1C | 3%[46.1 µM] | 2% | 5% | -3% | -1.8% | -10% | -3% | -2%
10 | CCSc1nnc(CSc2ncccn2)n1C | 12% | -8% | 8% | 0% | 0.8% | 0% | -4% | -5%
11 | CN1c2ccccc2C2(C)CCCC3=Cc4cc([N+](=O)[O-])cc([N+](=O)[O-])c4OC312 (stereo not given) | -42% | 6% | 3% | -1% | -3.2% | -25% | 0% | 2%
12 | Cc1ccc(NC(=O)c2cccc3c2C(=O)N(C2CCCCC2)C3)cc1 | -19%[46.1 µM] | -5% | -5% | 1% | -1.0% | -25% | -4% | -12%
13 | CCOc1ccccc1NC(=O)CCn1cccc1 | 5% | 3% | -1% | -1% | 3.2% | 2% | 0% | 0%
14 | O=c1c(-c2nc3ccccc3o2)c2oc3ccccc3n2c2ccccc12 | ? | -3% | 3% | 0% | 0.0% | -5% | -1% | -10%
15 | CCC(C)(C)n1nnnc1C(c1ccccc1OC)N1CCSCC1 (stereo not given) | -28%[46.1 µM] | -4% | 3% | 1% | 0.0% | -1% | 0% | -1%

An excerpt from above in order of SMILES length, ascending:
nr | molecule | NPSR antag | TRb SRC2 PPI | CBFb RUNX1 block | TR SRC2 fluor cs | Epigenetic reg | Tau fluor counter | aGal spleen mod | Tau fibril FP
13 | CCOc1ccccc1NC(=O)CCn1cccc1 | 5% | 3% | -1% | -1% | 3.2% | 2% | 0% | 0%
4 | O=C1CSC(c2ccncc2)N1Cc1ccco1 (stereo not given) | 1%[46.1 µM] | -1% | 5% | -3% | 0.0% | 0% | 5% | -4%
2 | COC(=O)CCC(=O)Nc1ccccc1C(N)=O | 8%[46.1 µM] | -2% | 5% | -1% | 0.0% | 3% | 5% | -2%
1 | Cc1cccc(C(=O)Nc2ccnc(-c3ccncc3)n2)c1 | -5% | -1% | 6% | -4% | -0.5% | -7% | 5% | -10%
15 | CCC(C)(C)n1nnnc1C(c1ccccc1OC)N1CCSCC1 (stereo not given) | -28%[46.1 µM] | -4% | 3% | 1% | 0.0% | -1% | 0% | -1%
3 | COc1ccc2nccc(/C=C/c3ccnc4ccc(OC)cc34)c2c1 | ? | 3% | 15% | -3% | ? | -17% | 5% | -18%
5 | CCOc1ccccc1NC(=O)Cn1nnc(C(=O)NCc2ccco2)c1N | ? | -3% | -3% | -3% | 2.5% | -1% | -1% | -7%
14 | O=c1c(-c2nc3ccccc3o2)c2oc3ccccc3n2c2ccccc12 | ? | -3% | 3% | 0% | 0.0% | -5% | -1% | -10%
12 | Cc1ccc(NC(=O)c2cccc3c2C(=O)N(C2CCCCC2)C3)cc1 | -19%[46.1 µM] | -5% | -5% | 1% | -1.0% | -25% | -4% | -12%
9 | CCn1c(COc2ccc(=O)n(-c3ccccc3)n2)nnc1SCc1ccccc1C | 3%[46.1 µM] | 2% | 5% | -3% | -1.8% | -10% | -3% | -2%
6 | CNC(=O)C1CCC(Cn2c(=O)c3sccc3n(CC(=O)N3CCCC3)c2=O)CC1 (stereo not given) | · | 3% | · | -21% | 0.4% | 1% | · | -13%
7 | COc1ccc(C2c3c(ncn(CCN4CCOCC4)c3=N)Oc3ccc4ccccc4c32)cc1OC (stereo not given) | 1µM* | 4% | -7% | 2% | 0.8% | -17% | 2% | -2%
11 | CN1c2ccccc2C2(C)CCCC3=Cc4cc([N+](=O)[O-])cc([N+](=O)[O-])c4OC312 (stereo not given) | -42% | 6% | 3% | -1% | -3.2% | -25% | 0% | 2%

Next part.
nr | molecule | NPSR antag | TRb SRC2 PPI | CBFb RUNX1 block | TR SRC2 fluor cs | Epigenetic reg | Tau fluor counter | aGal spleen mod | Tau fibril FP
16 | Oc1ccc(N2CCN(C(c3ccccn3)c3nnnn3C3CCCC3)CC2)cc1 (stereo not given) | -14%[46.1 µM] | -2% | -18% | 2% | 0.0% | -16% | 2% | -2%
17 | COc1ccc(-c2noc(-c3ccc(NC(C)c4ccccc4)c([N+](=O)[O-])c3)n2)cc1OC (stereo not given) | · | 4% | · | 0% | 0.2% | -14% | · | -5%
18 | O=C(O)c1csc(-n2nc(-c3ccccc3)cc2C(F)(F)F)n1 | -36% | -7% | 11% | -3% | -0.1% | 13% | 1% | 8%
19 | CCCCn1nnnc1SCC(=O)Nc1sc2c(c1C#N)CCCC2 | -23%[46.1 µM] | 4% | 0% | 0% | -0.7% | -16% | -4% | 6%
20 | Cc1ccnc(Sc2ccc([N+](=O)[O-])cn2)n1 | -33% | 9%[53 µM] | 12% | 0%[53 µM] | -0.4% | 1% | 0% | 0%
21 | CC(/C=C1\SC(=S)N(CCCC(=O)Nc2ccc(C(=O)O)c(O)c2)C1=O)=C\c1ccccc1 | -17% | -1% | -7% | -2% | 0.0% | ? | 1% | -9%
22 | COc1cc(/C=C/C(=O)OCC(=O)NCC2CCCO2)ccc1OCC#N (stereo not given) | 6% | 1% | 1% | 0% | -2.6% | 7% | -4% | 1%
23 | CCCn1c(SCC(=O)Nc2ccc3c(c2)OCCO3)nnc1-c1ccco1 | 11%[46.1 µM] | -1% | -2% | -3% | -0.9% | -6% | 6% | 3%
24 | Cc1ccc(C)c(OCCCC(=O)O)c1 | -16%[46.1 µM] | 1% | 5% | -5% | -1.1% | 6% | -4% | 7%
25 | CCNc1nc(NCC)nc(OCCOC(=O)c2ccccc2)n1 | -2%[7.67 µM] | -7% | 0% | 1% | 1.9% | -13% | -4% | -5%
26 | COc1cc([N+](=O)[O-])cc(/C=N/NC(=O)c2ccc(NC(=O)c3ccc(C)cc3)cc2)c1O | -1% | -7% | -3% | -3% | 5.7%[10.1 µM] | ? | 3% | 15%
27 | Cc1ccc(Nc2oc(C)nc2C#N)cc1 | -10%[46.1 µM] | -6% | -2% | -3% | -1.0% | -4% | -8% | -2%
28 | Cc1cc(C)c2[nH]c(=O)c(CN(Cc3ccco3)C(=O)C3CCCO3)cc2c1 (stereo not given) | -8%[46.1 µM] | -2% | -2% | 0% | -2.8% | -1% | 6% | -6%
29 | O=C(NC1CCCCC1)N1CCC(c2nc3ccccc3[nH]2)CC1 | -9%[46.1 µM] | -16% | 0% | 1% | 0.0% | -4% | 4% | 5%
30 | CC(C)Nc1cc(C(C)(C)C)nc2c(-c3ccccc3)cnn12 | 55% | -1% | ? | -3% | 0.1% | ? | 7% | 12%
31 | CC1Cc2ccccc2N1C(=O)COC(=O)C1(c2ccccc2F)CCCC1 (stereo not given) | -20%[46.1 µM] | 3% | 19% | 2% | 1.0% | -6% | 4% | 10%
32 | Cc1nc2ccccc2n1C(=O)N(C)C | 7% | -8% | 0% | -5% | -1.0% | 8% | -1% | 11%
33 | Cc1ccccc1/C=N/N1CCN(c2ccccc2)CC1 | -6% | 2% | 7% | -1% | -1.8% | ? | -4% | 10%
34 | COc1ccc(NC(=O)NNC(=O)CCC(=O)Nc2ccccc2Cl)cc1 | 2% | 5% | 2% | -1% | 0.0% | 1% | 3% | 1%
35 | Brc1ccc(C2=Nc3ccccc3C(c3ccncc3)=NN2)cc1 | -15% | -3% | 2% | 0% | -5.8% | -8% | 3% | -10%
36 | CC(=O)c1c(C)[nH]c(C(=O)CN2C(=O)NC(CCc3ccccc3)C2=O)c1C (stereo not given) | -14% | 1% | 5% | -4% | -0.3% | -25% | 1% | 6%
37 | COc1ccc(CCCC(=O)N/N=C\c2cccs2)cc1 | 1% | -4% | 3% | 0% | -0.1% | -9% | -7% | -1%
38 | CCOc1cccc2cc(-c3nnc(NCc4ccco4)s3)c(=O)oc12 | 5%[46.1 µM] | -2% | 8% | -4% | 9.7% | -27% | 10% | ?
39 | c1ccc(CC2CCN(c3nc4ccccc4n4nnnc34)CC2)cc1 | -26%[46.1 µM] | -7% | 19% | -3% | 0.0% | -13% | 1% | 3%
40 | Nc1cccc(S(=O)(=O)Nc2ccccc2)c1 | -9% | -8% | -1% | -2% | 0.0% | -13% | 1% | 0%

An excerpt (hit frequency here may not be typical).
